From PubChem
PG9 binder = binds the HIV-1 gp120 antibody PG9. TR-FRET gp120-PG9 antibody binding. inhibition, % at 6.7 µM. actives 0.43% (n = 360,000). AID 624416; in the data active means inhibition above about 8.5%
NPR1 activator = GC-A (human) enzyme activation. HEK293 GC-A cells, cGMP TR-FRET, EC30 ANP; 0% at EC30 ANP, 100% saturating ANP. activation, % at 10 µM. actives 0.14% (n = 370,000). AID 1671463; in the data active means activation above about 40%
DAX1 inh-1 = inhibitors of human orphan nuclear receptor DAX1 (NR0B1); P51843; HEK293 Gal4-DAX1 luciferase reporter, luminescence; inhibition, % at 6.75 µM; actives 0.99% (n = 340,000); AID 504766;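 active means inhibition above the mean over all tested compounds plus 3 SD, cut at about 4.2% in these data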;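 further: 0% = DAX1-transfected cells with DMSO and 100% = empty-vector control cells with DMSO; inhibition shows as a rise in luminescence from relieved DAX1 repression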
Target sequence (P51843 207-470 limits assumed): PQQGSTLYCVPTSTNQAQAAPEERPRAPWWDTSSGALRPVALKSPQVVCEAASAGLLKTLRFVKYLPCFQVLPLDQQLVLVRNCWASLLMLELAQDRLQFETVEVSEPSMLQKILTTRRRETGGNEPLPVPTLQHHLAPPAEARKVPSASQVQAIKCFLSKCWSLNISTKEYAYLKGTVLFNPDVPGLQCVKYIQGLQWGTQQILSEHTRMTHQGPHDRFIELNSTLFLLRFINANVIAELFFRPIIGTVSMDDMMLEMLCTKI
hcDAF12 agonist = activates DAF-12 receptor from parasite H. contortus; activation, % at 6.8 µM; actives 1.4% (n = 370,000); AID 652067; HEK293 hcDAF-12 lit1-tk-luc reporter, luminescence; 0% DMSO, 100% Δ7-dafachronic acid;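 active means activation above the mean of all tested compounds plus 3 SD, cut at about 5.5% in these data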;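 further: 100% = response to 3 µM Δ7-dafachronic acid high control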
FXN GAA850 act = activators of GAA850 frataxin (FXN) promoter | HEK293 lucGAA850 FXN promoter luciferase reporter, 24 h; percent of 10 µM SAHA response | activation, % at 6 µM | actives 0.56% (n = 360,000) | AID 540364;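 active means activation above the average of all compounds screened plus 3 SD, cutoff fixed separately per campaign, cut at about 7.5% in these data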;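 further: 0% = DMSO wells and 100% = 10 µM SAHA wells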
ADAM10 inh = inhibits human ADAM10; recombinant ADAM10, EDANS/DABCYL FRET peptide cleavage, 3 h; inhibition, % at 7 µM; actives 0.62% (n = 370,000); AID 720582;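 active means inhibition above a per-campaign cutoff equal to the mean of compounds falling between control-based bounds plus 3 SD, cut at about 20% in these data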;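 further: 0% = DMSO wells while the 100% control is not disclosed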
Target sequence (O14672 214-748 limits assumed): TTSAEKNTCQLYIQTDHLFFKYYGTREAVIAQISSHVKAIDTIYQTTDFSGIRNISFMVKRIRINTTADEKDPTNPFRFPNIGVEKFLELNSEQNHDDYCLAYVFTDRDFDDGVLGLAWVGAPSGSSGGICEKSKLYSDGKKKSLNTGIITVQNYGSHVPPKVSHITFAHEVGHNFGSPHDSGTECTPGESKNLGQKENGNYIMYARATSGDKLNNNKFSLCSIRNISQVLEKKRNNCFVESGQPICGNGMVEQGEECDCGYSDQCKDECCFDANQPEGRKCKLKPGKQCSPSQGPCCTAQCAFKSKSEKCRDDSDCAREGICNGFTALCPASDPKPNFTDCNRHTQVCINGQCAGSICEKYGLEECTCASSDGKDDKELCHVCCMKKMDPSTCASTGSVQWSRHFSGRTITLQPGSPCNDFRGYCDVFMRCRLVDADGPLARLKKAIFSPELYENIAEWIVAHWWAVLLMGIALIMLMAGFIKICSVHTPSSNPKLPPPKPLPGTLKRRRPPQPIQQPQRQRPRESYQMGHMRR
ADAM17 inh = inhibitors of human ADAM17; AID 720648; recombinant ADAM17, EDANS/DABCYL FRET peptide cleavage; inhibition, % at 6.95 µM; actives 0.83% (n = 370,000);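 active means inhibition above the mean of compounds lying between control limits plus 3 SD, set per campaign, cut at about 8.5% in these data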;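 further: 0% = DMSO-only wells as the low control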
DAX1 inh-2 = DAX1 (NR0B1) inhibition, primary screen. HEK293T StAR-luciferase reporter, SF-1/DAX-1 repression relief. inhibition, % at 6.8 µM. actives 1.1% (n = 370,000). AID 652010;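 active means inhibition above the mean over all tested compounds plus 3 SD, cut at about 3.6% in these data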;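 further: 0% = DAX-1 cells with DMSO and 100% = cells lacking DAX-1 with DMSO; higher inhibition means more luminescence from relief of DAX-1 repression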
hgDAF12 agonist = activates the H. glycines DAF-12 receptor ligand-binding domain; AID 687014; actives 1.8% (n = 370,000); HEK293 GAL4-hgDAF12 UAS-luciferase reporter, agonist luminescence; normalized to butyrate control; activation, % at 6.8 µM;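 active means activation above a cutoff set at the mean of all screened compounds plus 3 SD, cut at about 10% in these data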;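 further: 0% = DMSO wells and 100% = sodium butyrate wells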
SMARCA2 activ = SMARCA2 function activation, primary screen. MG213 cells, MMTV-luciferase reporter, dexamethasone, overnight. activation, % at 9.1 µM. actives 1% (n = 370,000). AID 652017; in the data active means activation above about 7.8%;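 further: 0% = vehicle wells and 100% = reference activator wells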
ssDAF12 agonist = S. stercoralis DAF-12 activation, primary screen; HEK293 ssDAF-12/GRIP1 lit1-tk-luc reporter, luminescence; % of 3 µM dafachronic acid response; activation, % at 6.8 µM; actives 1% (n = 370,000); AID 652126;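 active means activation above the mean over all tested compounds plus 3 SD, cut at about 0.9% in these data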;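 further: 0% = DMSO-only wells and 100% = 3 µM delta7-dafachronic acid wells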
Numbers without * were called inactive; i = inactive; . = no result given.

The first 3 records, ahead of the listing:
SMILES	PG9 binder	NPR1 activator	DAX1 inh-1	hcDAF12 agonist	FXN GAA850 act	ADAM10 inh	ADAM17 inh	DAX1 inh-2	hgDAF12 agonist	SMARCA2 activ	ssDAF12 agonist
CC(=O)N[C@@H](Cc1c[nH]c2ccccc12)C(=O)OCc1cc(C(F)(F)F)cc(C(F)(F)F)c1	-0.7	-5	-0.7	-2.1	1.7	24*	3	1.0	0.1	-2	-1.5
Cn1c(=O)c(Oc2ccc(F)cc2)c(O)c2ccccc21	1.8	0	-1.1	-0.3	-1.2	-23	-2	-0.2	-2.5	-3	-0.5
CCCCC(=O)Nc1ccc(F)c(Cl)c1	-0.2	4	0.0	-1.2	-1.7	9	7	0.0	-1.2	-4	-1.3

The listing, previewed entries included:
SMILES	PG9 binder	NPR1 activator	DAX1 inh-1	hcDAF12 agonist	FXN GAA850 act	ADAM10 inh	ADAM17 inh	DAX1 inh-2	hgDAF12 agonist	SMARCA2 activ	ssDAF12 agonist
CC(=O)N[C@@H](Cc1c[nH]c2ccccc12)C(=O)OCc1cc(C(F)(F)F)cc(C(F)(F)F)c1	-0.7	-5	-0.7	-2.1	1.7	24*	3	1.0	0.1	-2	-1.5
Cn1c(=O)c(Oc2ccc(F)cc2)c(O)c2ccccc21	1.8	0	-1.1	-0.3	-1.2	-23	-2	-0.2	-2.5	-3	-0.5
CCCCC(=O)Nc1ccc(F)c(Cl)c1	-0.2	4	0.0	-1.2	-1.7	9	7	0.0	-1.2	-4	-1.3
COc1cccc(NC(=O)Nc2ccc3c(c2)CCC3)c1	-3.6	2	0.8	3.8	5.1	6	4	4.1*	12*	6	-0.7
Oc1ccc(C[C@H]2CNC(=S)N2CC2CCCN2C[C@H](Cc2ccc(O)cc2)N2C[C@H](Cc3ccccc3)N(CC3CCCCC3)C2=S)cc1 (stereo partly drawn)	0.8	3	-1.0	-2.7	0.1	20*	13*	-0.5	-2.2	-4	-1.1
Cc1cc(C)n(CCN(C)Cc2cn[nH]c2-c2ccc(F)cc2F)n1	2.9	-2	-0.1	-1.6	3.3	-2	-2	0.2	-2.3	0	-1.7
CSc1ccccc1NC(=O)Cn1c(-c2cscn2)nc2ccccc21	-2.9	-6	1.0	1.4	5.1	10	0	-0.9	0.5	-5	-1.6
CCCOc1ccc(NC(=O)c2c(-c3ccccc3)noc2C)cc1	-1.9	-1	1.3	1.5	-1.2	-7	0	-1.2	-0.3	-2	-0.2
COc1ccc(NC(=O)C/C(C)=N/NC(=O)C(=O)Nc2cccc(Cl)c2C)c(OC)c1	0.4	0	-0.1	-2.1	-0.8	-5	-1	0.5	-2.2	0	-1.4
COC(=O)[C@H]1[C@@H](C)N(CCc2cc(OC)c(OC)c(OC)c2)C(=O)N[C@H]1c1ccccc1	-2.2	-2	1.6	-2.1	-1.5	10	5	0.4	-0.6	-1	-1.2
CCN1CC=C2C(C#N)=C(N)C(C#N)(C#N)C(c3cc(Cl)ccc3Cl)C2C1 (stereo not drawn)	-0.4	-12	0.4	-2.4	1.7	i	-167	0.2	-1.8	-1	-1.2
COc1cc(C2C(C#N)=C(N)N(N(C)C)C3=C2C(=O)CCC3)cc(OC)c1OC (stereo not drawn)	-0.1	-6	-1.2	-0.5	-2.2	-5	-6	-0.3	0.7	-2	-0.7
CSc1ccccc1C(=O)C1CCCN(C(=O)c2csnn2)C1 (stereo not drawn)	-2.1	2	1.9	0.9	2.7	2	-1	0.6	3.1	1	-1.5
Cc1ccc(NC(=O)C/C(N)=N/O)cc1C	-0.7	3	0.1	-0.3	-0.4	0	-2	0.5	2.8	0	-1.3
O=C(N/N=C/c1cccnc1)c1cc(O)c(O)c(O)c1	-5.7	-5	-0.5	-0.7	-1.1	-2	-2	-0.1	0.8	0	-1.4
COc1ccccc1CNC(=O)CCNC(=O)N1CC(=O)Nc2ccccc21	-1.9	0	0.8	0.9	0.2	1	0	-0.4	3.4	2	-1.1
CC(C(=O)NC1CCCC1)N1CCN(S(=O)(=O)c2ccc(C(C)(C)C)cc2)CC1 (stereo not drawn)	0.8	-6	0.5	-1.3	0.4	-12	-8	0.5	2.3	-3	-1.6
CCc1cc(-c2n[nH]c(CCC(=O)O)c2-c2nc3ccccc3n2C)c(O)cc1O	0.9	3	-0.8	-0.2	0.7	-3	0	0.6	2.4	-2	-0.8
O=C(/C=C/c1ccccc1[N+](=O)[O-])OC1CCCCC1=O (stereo not drawn)	-0.2	1	1.3	2.4	0.6	-2	-2	-0.5	2.6	2	-0.7
COc1ccccc1NS(=O)(=O)c1ccc2oc(SC)nc2c1	0.6	-4	-0.8	-2.6	3.1	-3	1	-0.1	-3.6	-3	-1.7
O=C(c1cc(COc2ccc(F)cc2F)on1)N1CCSCC1	-1.0	3	0.8	1.5	5.7	-1	-2	3.2	12*	4	-1.0
Cc1c(C(=O)NCc2ccccc2C(F)(F)F)sc(=O)n1Cc1cccc(C(F)(F)F)c1	0.0	-2	.	0.5	-1.1	12	6	-0.9	-0.9	-3	-1.4
O=C(CCc1ccc(S(=O)(=O)N2CCOCC2)cc1)Nc1ccc(F)cc1[N+](=O)[O-]	-1.2	-2	-0.9	-1.1	0.6	-1	2	-1.1	4.0	-1	-0.9
NC(=O)C(F)(F)C12OC3C4C5CC(C6C5C3C61)C42 (stereo not drawn)	-0.7	0	0.0	-1.1	-0.2	-1	-3	0.0	-0.8	-4	-0.7
O=C(COC(=O)c1ccc2[nH]c3c(c2c1)CCCC3)Nc1ccccc1	-1.1	7	-0.9	-2.9	5.2	-76	-12	-0.9	1.9	-4	-2.0

A different layout for part of the listing above:
SMILES | PG9 binder | NPR1 activator | DAX1 inh-1 | hcDAF12 agonist | FXN GAA850 act | ADAM10 inh | ADAM17 inh | DAX1 inh-2 | hgDAF12 agonist | SMARCA2 activ | ssDAF12 agonist
CSc1ccccc1NC(=O)Cn1c(-c2cscn2)nc2ccccc21 | -2.9 | -6 | 1.0 | 1.4 | 5.1 | 10 | 0 | -0.9 | 0.5 | -5 | -1.6
CCCOc1ccc(NC(=O)c2c(-c3ccccc3)noc2C)cc1 | -1.9 | -1 | 1.3 | 1.5 | -1.2 | -7 | 0 | -1.2 | -0.3 | -2 | -0.2
COc1ccc(NC(=O)C/C(C)=N/NC(=O)C(=O)Nc2cccc(Cl)c2C)c(OC)c1 | 0.4 | 0 | -0.1 | -2.1 | -0.8 | -5 | -1 | 0.5 | -2.2 | 0 | -1.4

(listing goes on)
SMILES	PG9 binder	NPR1 activator	DAX1 inh-1	hcDAF12 agonist	FXN GAA850 act	ADAM10 inh	ADAM17 inh	DAX1 inh-2	hgDAF12 agonist	SMARCA2 activ	ssDAF12 agonist
Cc1ccc(Cc2c(-c3cccc(Br)c3)nc3c4ccccc4ccn23)cc1	-2.6	2	.	4.6	.	-26	-4	0.8	4.4	-1	0.7
CCN(CC(=O)NC1CC1)S(=O)(=O)c1ccc(C)cc1	-0.7	1	-0.8	0.4	3.0	2	-2	-0.6	-1.8	0	-1.4
CCCn1c(=O)c(C(=O)NCCc2ccc(Cl)cc2)c(O)c2ccccc21	-1.6	-2	-0.2	-1.5	0.9	6	2	0.0	1.2	0	-0.2
CC1=C(c2ccc(C)cc2)[N+](=O)C(C)(C)N1[O-]	0.8	-1	-0.1	-0.5	-0.7	4	-2	0.3	-1.6	-1	-0.9
Cc1ccc(C(=O)NCCNC(=O)c2cccnc2)cc1	1.2	-4	-0.5	1.9	-0.4	0	0	-0.4	-0.5	-1	-0.7
Cc1cc(/C=C2/NC(=S)NC2=O)c(C)n1-c1cccnc1	-4.4	-2	-1.4	2.7	4.7	-15	-2	0.1	6.4	2	-2.0
CC(C)(C)OC(=O)N1CCC2(CC1)Oc1ccc(F)cc1C(=O)C21CC(c2cccnc2)=NO1 (stereo not drawn)	1.4	0	0.8	-1.4	-0.8	-23	-8	-0.5	3.4	-1	-1.5
O=C1CC(c2ccc(F)cc2)C2=C(CCCC2=O)N1 (stereo not drawn)	-1.3	2	1.0	-0.8	1.8	-19	-4	0.0	0.6	1	-0.9
CC(=O)c1ccc(C(=O)N(C)C2CCCN(Cc3ccccc3F)C2)s1 (stereo not drawn)	-2.0	0	-0.1	-1.9	2.7	-6	-3	-0.2	1.2	-1	-1.1
CN(CCC#N)C(=S)Nc1ccc(S(=O)(=O)N2CCOCC2)cc1	-0.2	1	-1.2	-1.1	-0.3	-1	0	-1.1	-0.1	-1	-1.0
Cc1nn(-c2cccc(Cl)c2)c(Cl)c1/C=N/NC(=O)c1cccs1	-1.5	-1	4.7*	1.9	-1.5	1	5	1.1	11*	2	-0.5
CCN(CC)CCCN1C(=O)CSC1c1ccc2c(c1)OCO2 (stereo not drawn)	-2.3	-1	0.8	1.1	1.6	8	3	0.4	-0.2	1	-1.1
CSc1ncccc1C(=O)NCCc1ccc(Cl)cc1	-1.4	-4	-0.6	-1.6	1.1	-15	-7	-0.4	3.2	-6	-0.5
CC(=O)N1CCN(C(=O)CCNS(=O)(=O)c2ccc(Br)cc2)CC1	-0.2	0	0.9	-1.3	-0.2	0	2	0.7	-1.7	-1	-1.3
COc1ccccc1N1CCN(C(=O)c2ccc(Cn3c(=O)[nH]c4ccsc4c3=O)cc2)CC1	1.0	-2	-1.1	-0.5	1.5	4	-1	0.8	0.7	-1	-1.6
Cc1cc(=O)oc2c3c(cc(OCC(=O)NCc4ccccc4)c12)OC(C)(C)CC3	1.5	2	-0.2	-2.9	-0.2	i	-340	-2.0	-0.2	2	-1.5
COC(=O)[C@@]12CCCCC3=C1N(CCC3)C(=O)[C@H]2CC(=O)NCc1ccc(OC)c(OC)c1	.	-3	.	-2.4	.	-4	1	0.9	0.0	3	-1.4
Cc1ccnc(NC(=O)c2cccc(NC(=O)c3ccccc3C)c2)c1	-1.3	4	1.3	-2.3	1.0	-4	-4	0.1	-0.8	0	-0.9
CC(C)Oc1cccc(-c2cc(C(=O)N3CCN(S(C)(=O)=O)CC3)c3ccccc3n2)c1	-0.6	5	-0.4	2.4	-0.8	3	-3	-0.8	4.3	2	-1.0
CC(=O)c1ccc(NC(=O)C2CCN(S(=O)(=O)c3cccc4cccnc34)CC2)cc1	-2.7	-25	-0.6	-0.9	-2.1	-6	-2	-0.7	1.6	-1	-1.8
Cc1cc(NC(=O)CSCC(=O)OCc2nnc(-c3ccccc3)o2)no1	-2.6	-2	-0.3	-0.4	0.5	4	1	0.9	-0.9	2	-1.1
